inhibitors of VEEV – inhibitors of VEEV TC-83 cytopathic effect, confirmation, Vero cells (AID 588727). Vero cells, VEEV TC-83 cytopathic effect inhibition; higher % means a stronger effect. inhibition, % at 20 µM; hits with a dose series show IC50 in µM. actives 0.13% (n = 350,000); in the data active = a potency from the dose series; inconclusive = inhibition mostly from about 14% at the one dose, without a potency; inactive = the rest, 99 in 100 with inhibition below about 12%; also: strong numbers were not always called active
M. tuberculosis – growth inhibition of non-replicating M. tuberculosis (AID 488890) | Mycobacterium tuberculosis non-replicating, growth inhibition; higher % means a stronger effect | one-dose inhibition, % at 25 µM; IC50 in µM for titrated hits | actives 0.39% (n = 320,000); in the data active = a potency from the dose series; inconclusive = inhibition mostly from about 82% at the one dose, without a potency; inactive = the rest, 99 in 100 with inhibition below about 76%;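 also: plate controls were DMSO cells for no effect and high antibiotic wells for full effect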
Salmonella PhoP GFP – Inhibition of PhoP regulon, Salmonella typhi GFP reporter cells, confirmation, 4 h (AID 1850); actives 0.33% (n = 310,000); inhibition, % at 50 µM; hits with a dose series show IC50 in µM; Salmonella Typhi PhoP-promoter GFP reporter, fluorescence, 4 h; higher % means a stronger effect; in the data active = a potency from the dose series; inconclusive = inhibition mostly from about 25% at the one dose, without a potency; inactive = the rest, 99 in 100 with inhibition below about 19%;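 also: 0% = induced wells with vehicle and 100% = uninduced wells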
influenza NS1A – H1N1 influenza NS1A inhibitors, functional cell based assay (AID 504329) | NS1A functional cell-based assay, percent inhibition; higher % means a stronger effect | one-dose inhibition, % at 12.5 µM; IC50 in µM for titrated hits | actives 0.3% (n = 340,000); in the data active = a potency from the dose series; inconclusive = inhibition above about 27% without an active follow-up result; also: strong numbers were not always called active
M. tuberculosis HTS – M. tuberculosis growth inhibition, HTS (AID 449762). actives 0.59% (n = 330,000). inhibition, % at 25 µM, or IC50 in µM where a hit was titrated. M. tuberculosis H37Rv growth inhibition, 7H9 media; higher % means a stronger effect; in the data active = a potency from the dose series; inconclusive = inhibition above about 70% without an active follow-up result;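 also: bacterial growth assessed after seven days of incubation; strong numbers were not always called active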
inhibitors of VEEV 10K pilot screen – also measured in inhibitors of VEEV; calls as there; inhibition, %; measured here: 10K pilot screen inhibition
* marks the source's active call; other numbers are inactive results; i = inactive; ? = inconclusive; . = no result given.

SMILES	inhibitors of VEEV	M. tuberculosis	Salmonella PhoP GFP	influenza NS1A	M. tuberculosis HTS	others
COc1cc(NC(=O)Nc2ccc(Cl)c(Cl)c2)c(C(=O)O)cc1OC	1.8%	6%	-2%	-13%	8%
COc1cc(/C=C2\C(=N)N3N=CSC3=NC2=O)ccc1OS(=O)(=O)c1ccccc1[N+](=O)[O-]	0.8%	6%	0%	26%	-6%
COc1ccc(OC)c2c(C)c(C)[nH]c12	0.6%	-5%	-5%	3%	4%
Cc1ccc(NC(=O)OCc2cncs2)cc1	2.2%	21%	-4%	-9%	-8%
CC1CCN(CCC(=O)Nc2ccc3c(c2)OCCO3)CC1	.	-7%	-1%	.	-4%
O=C(c1cc(S(=O)(=O)N2CCN(c3ccccc3)CC2)ccc1Cl)N1CCCCCCC1	0.6%	8%	-3%	-5%	-5%
CCOc1ccc(NC(=O)COC(=O)c2cc(C)oc2C)cc1	2.6%	13%	.	-3%	2%
CN1CCC(OC(=O)Cc2ccccc2)CC1	0.1%	-6%	-2%	-7%	-12%
O=C(c1noc2c1CCCCC2)N1CCOCC1	0.5%	13%	-5%	-2%	3%
CNC(=S)Nc1cc2oc3ccccc3c2cc1OC	8.0%	?	-2%	3%	0%
NCCSC1CC(=O)N(Cc2ccc(F)cc2)C1=O (centres undefined)	0.2%	31%	13%	-4%	5%
O=C(NC1CCCCCC1)c1ccc(CS(=O)(=O)Cc2ccc(F)cc2)o1	1.7%	1%	2%	4%	-3%
Cc1ccc(CNC(=O)CSc2n[nH]c(N)n2)cc1	0.6%	-5%	-5%	7%	-4%
O=C(O)Cc1c(O)ccc2ccccc12	1.1%	-7%	-2%	-1%	-3%
CCCCSc1nnc(CSc2nc3nc(C)cc(C)n3n2)o1	i	44%	17%	-6%	-5%
COc1ccc([C@H]2CC(=O)C=C(c3ccc(-c4ccccc4)c(F)c3)C2)cc1OC	1.1%	-8%	.	-4%	-10%	inhibitors of VEEV 10K pilot screen=0.9
Nc1nc(SCC(=O)c2c(N)n(C3CC3)c(=O)[nH]c2=O)n[nH]1	1.5%	.	.	-5%	.
CCCCCCN1CC(C(=O)OCC)C(=O)C1=O (centres undefined)	0.7%	69%	-5%	4%	0%
COc1ccccc1CC(=O)NC1CCCc2ccccc21 (centres undefined)	0.2%	44%	-3%	16%	13%
CCNC(=O)CN(c1ccc(C)cc1)S(=O)(=O)c1ccc(SC)cc1	0.3%	1%	9%	2%	2%
O=C(NNS(=O)(=O)c1ccc(Br)cc1)c1sccc1-n1cccc1	2.1%	10%	2%	-2%	-8%
COc1cc(CNCc2cccs2)ccc1OCc1cccs1	i	28%	7%	1%	0%
Cc1nc2c(ccc3nc(NC(=O)C(c4ccccc4)c4ccccc4)sc32)s1	5.1%	41%	-3%	-6%	7%
Cc1cc(C(=O)N2CCCC(Nc3ccc(C(C)C)cc3)C2)nn1C (centres undefined)	0.8%	-7%	-7%	2%	1%
Cc1ccccc1CC(=O)Nc1ccon1	0.9%	-16%	2%	-9%	2%
CCN(CC(=O)Nc1ccc(NC(C)=O)cc1)CC(=O)Nc1ccc(Cl)c(Cl)c1	0.8%	34%	0%	26%	-6%
COc1ccc(CCN=C(NS(=O)(=O)c2ccc(Cl)cc2)c2ccccc2)cc1	.	23%	-6%	.	12%
O=C(CC(=O)N/N=C/c1ccc(F)cc1)N/N=C/c1ccc(F)cc1	98%	-7%	23%	-3%	2%
O=C(Nc1cccc(Cl)c1)Nn1cnnc1	0.2%	-19%	-1%	17%	0%
O=S(=O)(c1ccccc1Cl)N1CCC(O)(c2cccnc2)CC1	i	2%	9%	3%	-4%	inhibitors of VEEV 10K pilot screen=0.7

Six compounds picked at random from the list so far, as already listed:
SMILES	inhibitors of VEEV	M. tuberculosis	Salmonella PhoP GFP	influenza NS1A	M. tuberculosis HTS	others
O=S(=O)(c1ccccc1Cl)N1CCC(O)(c2cccnc2)CC1	i	2%	9%	3%	-4%	inhibitors of VEEV 10K pilot screen=0.7
NCCSC1CC(=O)N(Cc2ccc(F)cc2)C1=O (centres undefined)	0.2%	31%	13%	-4%	5%
Cc1ccccc1CC(=O)Nc1ccon1	0.9%	-16%	2%	-9%	2%
CN1CCC(OC(=O)Cc2ccccc2)CC1	0.1%	-6%	-2%	-7%	-12%
O=C(NC1CCCCCC1)c1ccc(CS(=O)(=O)Cc2ccc(F)cc2)o1	1.7%	1%	2%	4%	-3%
Cc1ccc(NC(=O)OCc2cncs2)cc1	2.2%	21%	-4%	-9%	-8%

Additional records
SMILES	inhibitors of VEEV	M. tuberculosis	Salmonella PhoP GFP	influenza NS1A	M. tuberculosis HTS	others
NC(=O)CN1CCN(c2nc(-c3ccc(F)cc3)cs2)CC1	4.2%	0%	-9%	-2%	1%
Oc1ccccc1Nc1nc(NCc2ccccc2)c2ccccc2n1	5.4%	79%	3%	17%	16µM*
CN(C)S(=O)(=O)c1ccc(Cl)c(NC(=O)CN2C(=O)NC3(CCc4ccccc43)C2=O)c1 (centres undefined)	6.8%	-1%	.	-14%	2%
O=C1CN(C(=O)COC(=O)COc2ccccc2)c2ccccc2N1	1.8%	14%	.	-14%	-3%
O=C(NC(Cc1ccccc1)C(=O)O)/C(=C/c1ccccc1)NC(=O)c1ccccc1 (centres undefined)	0.8%	0%	12%	0%	3%
CCCN1CCN(CCCNC(=O)c2ccc3nc(N4CCCCC4)sc3c2)CC1	i	3%	-12%	4%	8%
CCOC(=O)C1=NNC(C(=O)c2ccc(OC)cc2)C1c1ccccc1 (centres undefined)	7.5%	-3%	9%	-11%	1%
Cc1nc2ccc(NC(=O)c3cc(Cl)ccn3)cc2s1	1.4%	8%	8%	11%	-4%
CN(CC(=O)Nc1ccc(F)c(F)c1F)C(=O)/C=C/c1ccco1	i	9%	.	-9%	3%
COc1cc(S(=O)(=O)N(C)C)ccc1F	i	-7%	4%	-17%	-11%
COc1ccc(C2=NOC(C(=O)NCc3cccs3)C2)cc1OC (centres undefined)	.	16%	-8%	.	12%
CC(=O)c1ccc(N2CCN(C(=O)c3ccc(OCc4c(C)noc4C)cc3)CC2)cc1	i	2%	-11%	4%	.
CCOc1ccc(NC(=S)Nc2cc(-c3ccccc3)[nH]n2)cc1	i	?	-5%	-2%	93µM*
CCOC(Cn1cc(C)c(=O)[nH]c1=O)OCC	7.6%	-12%	-3%	8%	-1%
O=C(c1ccccc1)n1ccc(-c2cnc(-c3ccccc3)s2)n1	5.2%	79%	-9%	-2%	3%
O=C(O)CCC(=O)Nc1ccccc1C(=O)NC1CCCCC1	1.1%	-16%	-3%	4%	0%
CNC(=S)NNC(=O)COc1cccc(C)c1C	2.2%	-6%	5%	17%	1%
O=[N+]([O-])c1ccccc1/C=C/C=N/N1CCCCC1	0.9%	5%	-1%	4%	-4%
CSCCNC(=O)c1ccc(C(C)(C)C)cc1	3.5%	77%	-1%	-4%	-10%	inhibitors of VEEV 10K pilot screen=0.3
COc1ccc(C(=O)NNC(=O)c2cc3cc(OC)ccc3oc2=O)cc1	1.3%	12%	2%	2%	-4%
Cc1cccc(-c2noc(C(C)NC(=O)c3ccco3)n2)c1 (centres undefined)	4.4%	4%	-5%	-4%	6%
CC1CCCC(NC(=O)CSc2nncs2)C1C (centres undefined)	0.1%	-10%	.	-5%	-10%
Cc1ccccc1CC1(CO)CCCN(C(=O)c2cc(Cl)ccc2F)C1 (centres undefined)	0.7%	4%	-3%	11%	2%	inhibitors of VEEV 10K pilot screen=0.3
CN(C)C(CNC(=O)CCNC(=O)c1ccc(Cl)cc1)c1ccco1 (centres undefined)	2.0%	-2%	7%	-10%	-4%
CC(=O)c1cccc(NC(=O)c2cccc3ccccc23)c1	3.8%	14%	5%	1%	-12%
COc1ccc2c(c1)c1ncn(CCN3CCCCC3)c(=O)c1n2C	3.0%	0%	3%	10%	-4%
O=C(COC(=O)c1cc([N+](=O)[O-])ccc1N1CCOCC1)NCc1ccc(F)cc1	6.3%	10%	-4%	8%	5%
COc1cc(CN(C)C(=O)C2CCN(S(=O)(=O)c3cccs3)CC2)ccc1OC(F)F	0.2%	.	.	-5%	.
COc1ccc(N2CCC(CNC(=O)Nc3cccc(OC)c3)C2)cc1 (centres undefined)	i	39%	3%	23%	3%
CC(C)Nc1nc(-c2ccncc2)nc(-c2ccc(Cl)cc2)c1C#N	1.4%	-5%	-6%	.	-3%
CC1=NN(c2nc(-c3ccc(C)cc3)cs2)C(=O)C1N=Nc1ccc(C(N)=O)cc1 (centres undefined)	?	-2%	-12%	-6%	22%
Cc1noc(C)c1C(=O)N1CCN(c2ccc(OCc3ccccc3)cc2)CC1	0.3%	7%	18%	7%	5%
Cc1cc(N2CCC(C)CC2)n2ncc(-c3ccccc3)c2n1	4.2%	36%	-8%	-23%	49%
O=C1CCCN1CC(=O)N1CCCC(Nc2cccc(F)c2)C1 (centres undefined)	3.5%	-8%	-3%	1%	-3%
Cc1ccc2nc(-c3ccc(N4C(=O)CC(N5CCC(C(N)=O)CC5)C4=O)cc3)sc2c1 (centres undefined)	.	?	-22%	.	3%
CC(NC(=O)CCCCCN1C(=O)c2ccccc2C1=O)c1ccc2c(c1)CCCC2 (centres undefined)	0.9%	15%	1%	4%	4%
O=Cc1c[nH]c2cccc(OCc3ccccc3)c12	i	.	.	-6%	.
CCn1c(CNC(=O)c2ccccc2F)nnc1SCc1nc2ccccc2c(=O)[nH]1	.	-2%	-10%	.	2%
O=C(CNC(=O)Cn1ccc2ccccc2c1=O)NCCCN1CCN(c2cccc(Cl)c2)CC1	1.3%	37%	-1%	6%	-7%
C=CCn1c(SCC(=O)Nc2ccc(-c3nc4ccc(C)cc4s3)cc2)nnc1-c1ccncc1	i	4%	-5%	0%	4%
CCN(C(=O)COn1nnc2ccc(S(=O)(=O)N(C)C)cc21)C1CCS(=O)(=O)C1 (centres undefined)	2.4%	-12%	.	-4%	-4%
O=C(O)c1ccccc1-n1c2ccccc2c2ccccc21	i	18%	2%	-5%	1%
COc1ccccc1N1C(=O)C(Cl)=C(N2CCCC2)C1=O	0.7%	?	3%	20%	-6%
Cc1c(C(=O)Nc2ccc(F)cc2)c2ccccn2c1CCc1ccncc1	0.3%	10%	-2%	-6%	8%
O=C(CNC(=O)N1CC(=O)Nc2ccccc21)NCCc1ccc(Cl)cc1	2.1%	27%	-14%	-8%	6%

Overlap with the part before: 2 compounds; new compounds follow.
SMILES	inhibitors of VEEV	M. tuberculosis	Salmonella PhoP GFP	influenza NS1A	M. tuberculosis HTS	others
Cc1c(C(=O)Nc2ccc(F)cc2)c2ccccn2c1CCc1ccncc1	0.3%	10%	-2%	-6%	8%
O=C(CNC(=O)N1CC(=O)Nc2ccccc21)NCCc1ccc(Cl)cc1	2.1%	27%	-14%	-8%	6%
O=C(CSc1nnc(Cn2c(=O)sc3ccccc32)n1-c1ccccc1)NCC1CCCO1 (centres undefined)	1.3%	7%	4%	-1%	-10%
CCCn1ncc(CN2CCC(Cc3cccc(F)c3)(C(=O)OCC)CC2)c1C	0.3%	10%	-3%	-1%	-2%
O=c1c2sc3ccccc3c2[nH]c(=S)n1CCN1CCOCC1	3.1%	19%	16%	-5%	2%
CCCC(=O)Nc1ccc2c(c1)nc(CCNC(=O)c1ccccc1)n2C	2.6%	-4%	-4%	-9%	-2%
O=C(Cc1ccccc1)NNC(=S)NC(=O)c1cccnc1	1.4%	-18%	6%	.	2%
COc1cccc(-c2csc(NC3OC(=O)c4c3ccc(OC)c4OC)n2)c1 (centres undefined)	i	13%	0%	.	21%
CN1C(=O)N(C)C2C1N(CN1CCCCC1)C(=O)N2CN1CCCCC1 (centres undefined)	1.2%	-1%	1%	-1%	-2%
COc1cccc2cc(-c3cc(=O)oc4ccc(OCC(C)=O)cc34)oc12	7.0%	-3%	-10%	8%	6%
CCc1c(C)n([O-])c2c([n+]1=O)CCCCC2	i	-7%	25%	-5%	-8%
COc1ccccc1N1CCN(C(=O)c2oc3ccc(F)cc3c2C)CC1	8.9%	13%	-5%	0%	4%	inhibitors of VEEV 10K pilot screen=9.1
O=C(NC1CCCC1)C1CC(O)CN1C(=O)Nc1ccccc1 (centres undefined)	i	2%	0%	6%	1%
COc1cccc(N(CC(=O)O)S(=O)(=O)c2ccccc2)c1	i	-10%	4%	-4%	-7%
O=C(CCN1C(=O)COc2ccccc21)NCc1cccs1	0.8%	5%	-5%	-5%	9%
COc1ccc(Cl)cc1C(=O)NNC(=O)c1n[nH]c2ccccc12	1.1%	-16%	.	-14%	-3%
C/C(=N\NC(=O)C1CC1)c1ccc(N2CCOCC2)cc1	0.2%	-1%	13%	-10%	-6%
CSc1ncccc1C(=O)OCC(=O)NC12CC3CC(CC(C3)C1)C2	1.8%	26%	.	0%	8%

Screening data as filed in PubChem.
